ALOX15B inhib: 15-hLO-2 (ALOX15B) enzyme inhibition; O15296; actives 0.56% (n = 110,000); Potency, µM (titrated, usually from 57.1 µM), for the others: top-dose activity change, negative = inhibition, usual class: inhibitors; purified 15hLO-2, xylenol orange hydroperoxide absorbance; also: potency is read from the fitted curve at half-maximal effect; nearly all actives have a fitted effect of over 60% in size; many of its hits are not listed in these tables
Target sequence (O15296 whole entry, looked up): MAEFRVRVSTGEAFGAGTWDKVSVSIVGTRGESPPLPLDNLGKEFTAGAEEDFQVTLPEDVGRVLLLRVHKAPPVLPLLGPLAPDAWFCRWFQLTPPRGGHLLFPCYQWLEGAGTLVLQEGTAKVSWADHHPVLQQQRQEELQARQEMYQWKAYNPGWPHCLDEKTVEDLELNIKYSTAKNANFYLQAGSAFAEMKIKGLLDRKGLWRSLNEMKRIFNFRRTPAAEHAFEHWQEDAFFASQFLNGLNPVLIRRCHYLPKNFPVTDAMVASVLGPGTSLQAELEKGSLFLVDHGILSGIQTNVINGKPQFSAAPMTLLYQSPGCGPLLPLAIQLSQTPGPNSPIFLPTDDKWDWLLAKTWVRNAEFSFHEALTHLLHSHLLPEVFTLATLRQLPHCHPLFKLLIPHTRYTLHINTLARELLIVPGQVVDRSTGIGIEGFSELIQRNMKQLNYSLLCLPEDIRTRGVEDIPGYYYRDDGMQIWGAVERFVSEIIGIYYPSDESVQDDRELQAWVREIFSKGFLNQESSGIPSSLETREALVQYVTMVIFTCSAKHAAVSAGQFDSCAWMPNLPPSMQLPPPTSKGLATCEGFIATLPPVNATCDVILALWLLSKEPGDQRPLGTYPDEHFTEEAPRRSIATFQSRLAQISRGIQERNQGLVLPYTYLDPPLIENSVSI
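Purified human 15hLO-2 (50 nM) preincubated 15 min with compound, then 45 uM arachidonic acid for 90 min at RT in 25 mM Hepes pH 7.5, 0.01% Triton X-100. Hydroperoxide detected by Fe-xylenol orange; 573/405 nm absorbance ratio.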
PNC inhibitor: blocks assembly of the perinucleolar compartment; PC3M PTB-GFP, PNC prevalence imaging, 16 h; stronger effect = lower value; activity change (PNC), negative = inhibition, % at 10 µM; actives 3.1% (n = 140,000); AID 2417;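 active = readout at or below -70, meaning at least 70% loss of cells showing the perinucleolar compartment, a nuclear body marking cancer cells; inconclusive = readout between -30 and a set limit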;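 also: plate controls were DMSO wells for no effect and camptothecin positive control wells for full effect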
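Compounds are pinned in duplicate onto adhered PC3M cells stably expressing GFP-tagged PTB and incubated 16 h at 37 C. Cells are then fixed, nuclei stained with Hoechst, and PNC-positive cells counted.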
IMPase inh: cell-permeable inhibitors of inositol monophosphatase (IMPase) | P97697 | CHO-M1 cells, IP1 accumulation, HTRF TR-FRET ratio | inhibition (IP1 accumulation), % at 46.1 µM | 120,000 tested, under 10 active; active = well fitted curve in the direction sought with a large enough effect in the signal ratio, not every such curve was filed as active; inconclusive = small, poorly fitted or top-dose-only effect, or a change in a side signal; inactive = no such curve, though single readings can be large or run the other way; the % refers to the signal ratio;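 also: cells stimulated with carbachol in lithium chloride buffer; plate controls were DMSO basal wells for no effect and reference inhibitor wells for full effect; higher means more IMPase inhibition seen as more IP1 and lower FRET ratio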
Target sequence (P97697 whole entry, looked up): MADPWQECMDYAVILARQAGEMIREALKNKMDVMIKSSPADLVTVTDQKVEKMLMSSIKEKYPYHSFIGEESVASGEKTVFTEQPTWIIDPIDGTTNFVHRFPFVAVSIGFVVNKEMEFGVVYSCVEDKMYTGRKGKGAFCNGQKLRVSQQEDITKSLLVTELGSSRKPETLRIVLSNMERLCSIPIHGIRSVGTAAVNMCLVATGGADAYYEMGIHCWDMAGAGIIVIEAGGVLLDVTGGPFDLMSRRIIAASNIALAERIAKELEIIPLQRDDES
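Elevated IP1 in lysates lowers TR-FRET signal (665/620 ratio and 620 channel reported). Cells were CHO-M1, given carbachol (50 uM as added) plus 50mM LiCl, pH 7.4, 30 min, 37C; compounds titrated up to 46 uM; AC50 by Hill equation.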
ALOX12 inhib: inhibitors of human 12-lipoxygenase (ALOX12); actives 0.12% (n = 150,000); P18054; purified 12-hLO, xylenol orange hydroperoxide absorbance; Potency, µM (series often up to 57.1 µM), for inactives: top-dose activity change, negative = inhibition, hits mostly inhibitors; also: potency is read from the fitted curve at half-maximal effect; nearly all actives have a fitted effect of over 55% in size; many of its hits are not listed in these tables
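150 nM 12hLO, 25 mM Hepes pH 7.0 + 0.01% Triton X-100; cpd preinc 15 min RT; 40 uM arachidonic acid, 30 min RT; Fe-XO 30 min; A573/A405 ratio as read-out.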
Active calls of the source: *; u = inconclusive; x = not tested or not shown; & = joins results of further samples; [ ] = remark or other dose. Unless noted, calls follow the shape of the dose curve; as a rule, active = well fitted curve in the direction sought with a large enough effect; inconclusive = small, poorly fitted or top-dose-only effect, or another doubt; inactive = no such curve, though single readings can be large; an effect the other way counts as inactive or inconclusive. Unless noted, % is scaled to controls: 0 for no effect and ±100 for the full control effect. An excerpt; count on the stated rates, not on these rows.

SMILES	ALOX15B inhib	PNC inhibitor	IMPase inh	ALOX12 inhib
Cc1oc(C)c2c(=O)ccc3c(c12)OC(N)=C(C#N)C3c1ccccc1Cl (stereo not drawn)	-15%	-22	5	-24%
C=CCn1c2ccccc2c2nnc(SCN3C(=O)c4ccccc4C3=O)nc21	-20%	46	11	-2%
COc1ccc(-n2nc(C(=O)NCC(=O)Nc3ccccn3)c3ccccc3c2=O)cc1Cl	u	27	-3	1%
COc1ccccc1-n1c(SCC(N)=O)nnc1-c1ccc(S(=O)(=O)N2CCCCC2)cc1	6%	27	10	-4%
CCOC(=O)Cc1cc(=O)[nH]c(/N=C(/NC(=O)c2ccccc2)Nc2ccccc2C(F)(F)F)n1	-1%	17	9	10%
CCn1cc(C(=O)NCCCN2CC(C)CC(C)C2)c(=O)c2cc(S(=O)(=O)N(C)C)ccc21 (stereo not drawn)	13%	-24	14	1%
CCC#CCOCC(=O)Nc1ccccc1	-2%	x	x	-3%
O=c1c2c(nc3n1CCCCC3)sc1c(O)cccc12	-15%	-25	5	1%
CCCCCSc1nnc(-c2ccccc2N)c(=O)[nH]1	x	u	x	4%
CCOc1ccc(NC(=O)CCN2CCN(c3ccccc3OC)CC2)cc1	22%	u	-3	3%
N#Cc1cc(Oc2ccc3ccccc3c2)c(-n2nnc3ccccc32)cc1C#N	-5%	17	-2	0%
NC(=O)c1cc2cc(Cl)ccc2oc1=O	-1%	7	-8	-4%
CCc1ccc(CN2CCN(S(=O)(=O)Cc3ccccc3)CC2)cc1	-10%	40	0	-4%
Nc1nc(CC(=O)O)cs1	-10%	x	x	2%
O=C(NC[C@H]1CCCCN1)c1cc(OCC(F)(F)F)ccc1OCC(F)(F)F	20%&17%	x	-5&2	1%&-2%
O=C(O)c1ncn(Cc2ccccc2)c1C(=O)O	3%	-10	6	2%
CNc1nc(N(C)C)nc(N(C)C)n1	x	u	9	3%
C=C(C)[C@H]1CC=C(C)C(=O)C1	4%	x	-1	3%
O=C(c1cc(-c2ccco2)on1)N1CCc2ccccc2C1	u	-27	u	-17%
COc1ccc2oc(=Nc3ccccc3)c(-c3nc4ccccc4[nH]3)cc2c1	x	-27	-13	2%
O=C(O)c1cc2c(cc1S(=O)(=O)O)[C@H]1[C@@H]([C@H]3[C@H]2[C@@]2(Cl)C(Cl)=C(Cl)[C@]3(Cl)C2(Cl)Cl)[C@]2(Cl)C(Cl)=C(Cl)[C@@]1(Cl)C2(Cl)Cl	3%[11.4 µM]	x	x	u
CCOC(=O)N1CCN(CC(O)c2ccc3cc[nH]c3c2)CC1 (stereo not drawn)	-1%	-20	-2	0%
O=C(COC(=O)c1ccncc1)Nc1cc(Cl)c(Cl)cc1Cl	x	38	-3	-6%
CCCN1Cc2cccc(C(=O)Nc3ccc4c(c3)OCCO4)c2C1=O	-2%	-106*	4	2%
CCCOc1ccccc1C1CC(=O)Nc2cc3c(cc21)OCCO3 (stereo not drawn)	x	-116*	u	-5%
COc1ccc2cc(S(=O)(=O)N3CCCCC3)ccc2c1S(=O)(=O)N1CCCCC1	-1%[2.29 µM]	u	8	-6%
c1ccc(-c2oc3ncnc(N4CCOCC4)c3c2-c2ccccc2)cc1	0%	32	2	1%
COC(=O)c1c(C(=O)OC)c2cc(C)ccn2c1Cl	3%	6	-5	-4%
CC1CCCCC1NC(=O)CSc1nnc(CN2CCOCC2)n1C (stereo not drawn)	3%	1	-1	-3%
CCNc1ccccc1	-2%	x	x	-3%
CC(C)C(C)(C#N)NC(=O)CSc1nc2scc(-c3ccccc3)c2c(=O)[nH]1 (stereo not drawn)	x	u	x	-1%
COCCOC(=O)C1=C(C)N=C2SCCC(=O)N2C1/C=C/c1ccccc1 (stereo not drawn)	-4%	-5	13	4%
CCOc1ccccc1NC(=O)COC(=O)CNS(=O)(=O)c1ccc(C)cc1	x	-116*	x	0%
CN1CCN(CC(=O)N2c3ccccc3C(C)(c3ccc(Cl)cc3)CC2(C)C)CC1 (stereo not drawn)	35%[activator]	-20	-4	9%
CCOc1ccc(C(=O)NC(=S)NCc2cccnc2)cc1[N+](=O)[O-]	x	-6	x	-6%
COCCOc1cc(-n2ccnc2SC)c(Cl)cc1Cl	-6%[11.4 µM]	-14	-5[1.84 µM]	-2%
Cc1ccc(-c2cc(C(=O)N3CCCc4ccccc43)c3ccccc3n2)cc1	5%	u	9	-5%
CC(NC(=O)CC1Nc2ccccc2NC1=O)c1ccccc1 (stereo not drawn)	1%	13	-6	-5%
O=C(CNC(=O)c1ccco1)OCc1ccc(Cl)cc1	1%	-81*	u	-3%
O=C(N/C(=C/c1cn(-c2ccccc2)nc1-c1ccccc1)C(=O)N1CCOCC1)c1ccccc1	x	u	-1	-5%
Cc1nc2sc(C(c3cccs3)N3CCC(C(N)=O)CC3)c(O)n2n1 (stereo not drawn)	x	88	4	-8%
CCN(c1ccc(NC(=O)CCNC(=O)c2ccco2)cc1)C(C)C	x	6	x	-1%
N=C(N)SCCN1CCCCC1	-3%[11.4 µM]	x	x	2%[11.4 µM]
O=c1[nH]c(=O)n(Cc2ccco2)c2c1C(C(F)(F)F)(C(F)(F)F)N=C(CCC1CCCCC1)N2	-19%	55	14	-4%
CNc1ccnc(-c2ccccc2C(F)(F)F)n1	5%	x	x	-1%
CCN1C(=O)CC(Sc2ccccc2N)C1=O (stereo not drawn)	-3%	u	7	2%
COc1ccccc1CNS(=O)(=O)c1ccc(C)cc1	-1%	-3	0	-8%
CN1CCN(c2ccc(S(=O)(=O)N3CCCCC3)cc2NC(=O)c2ccc(C#N)cc2)CC1	x	27	x	-1%
COc1ccc(C(=O)NC(=S)NCc2ccc(-c3nc4ccccc4o3)cc2)cc1OC	u	-25	7	-18%
CCc1c(C)sc(NC(=O)OC)c1C(N)=O	3%	-9	-2	-6%
CC(C(=O)N1c2ccc(F)cc2CCC1C)N1C(=O)c2ccccc2C1=O (stereo not drawn)	2%	5	10	-3%
COc1ccc(N2CCN(C(=O)CN=C3NS(=O)(=O)C(c4ccc(C)cc4)=C3C)CC2)cc1	-6%	u	0	-8%
COc1ccc(C(=O)Nc2ccc(S(=O)(=O)Nc3onc(C)c3C)cc2)cc1	6%[2.29 µM]	u	-6	4%
Cc1nc([N+](=O)[O-])nn1C12CC3CC(CC(Br)(C3)C1)C2	-11%	-18	-6	-7%
O=C(C[C@@H](C(=O)O)N1CCOCC1)c1ccccc1	-1%[11.4 µM]	x	x	0%[11.4 µM]
COc1ccc(-c2nn(C)c(=O)c3ccccc23)cc1NC(=O)COc1ccc(C)cc1	-17%	-7	u	4%
Cc1cc(C)cc(NC(=O)C2(c3cccs3)CCOCC2)c1	x	25	x	-2%
CCOC(=O)Cn1c(=O)oc2cc(S(=O)(=O)NCCc3ccc(OCC)c(OCC)c3)ccc21	-3%	11	1	-5%
CC(=O)Nc1ccccc1C(=O)N1CC2(C)CC1CC(C)(C)C2 (stereo not drawn)	1%	30	7	2%
Cc1cc(C)c(S(=O)(=O)c2ccccc2)c(OC(=O)c2c(Cl)cccc2Cl)n1	-1%	4	4	-3%
The list goes on.
SMILES	ALOX15B inhib	PNC inhibitor	IMPase inh	ALOX12 inhib
C/C(N)=C(/C#N)C(=O)CSc1nnc(COc2cc(C)ccc2C)o1	-14%	18	-2	-3%
CCC(=O)Nc1nonc1-c1nc2ccccc2n1Cc1cccc2ccccc12	x	u	13	2%
CC(C)OC(=O)CSc1nnnn1-c1ccc2c(c1)OCCO2	-2%	-13	1	-3%
Cc1cc(C)n(-c2nc3ccccc3nc2Nc2ccc3c(c2)OCO3)n1	x	21	-1	-4%
O=C(CCNS(=O)(=O)c1cccs1)N1CCCCCC1	-3%	-8	-1	3%
O=C(O)CNCC1COc2ccccc2O1 (stereo not drawn)	-2%	14	1	-4%
O=C1OC(c2ccccc2)=C/C1=C/N1CCOCC1	x	-20	9	-1%
C/C(=N\NC(=O)C1CC1c1ccccc1)c1cccc([N+](=O)[O-])c1 (stereo not drawn)	-5%	36	-23	3%
CCOC(=O)c1ccccc1NC(=O)c1c(O)c2ccccc2n(CC)c1=O	12%	1	8	-5%
Cn1cnc([N+](=O)[O-])c1Nc1ccccc1O	x	-15	8	-4%
COC(=O)c1c(C)[nH]c(C(=O)OCC(=O)NCC(C)C)c1C	-5%	49	1	-3%
CN(C)c1nc(-c2ccccc2)nc(-c2ccc(Cl)cc2)c1C#N	2%	-2	-2	1%
O=C(CN1CCN(Cc2ccc3c(c2)OCO3)CC1)Nc1ccc2c(c1)OCO2	-1%	-13	9	-7%
O=C(OCc1ccccc1Cl)c1ccc(-n2cnnc2)cc1	6%	2	0	2%
O=C(NCCN1CCCCCC1)C1CCN(S(=O)(=O)N2CCOCC2)CC1	-12%[11.4 µM]	-20	5[1.84 µM]	5%
Cc1c(Br)c(C(N)=O)nn1C	2%	40	-2	-4%
Cc1cc(OCCn2cc(/C(N)=N/O)c3ccccc32)ccc1Cl	0%	61	2	-9%
Cc1c(OC(=O)c2ccc([N+](=O)[O-])cc2)c2c(c[n+]1C)COC(C)(C)OC2	-4%	30	5	-9%
Fc1ccc(N2CCN(Cc3nnc(-c4ccccc4)o3)CC2)cc1	x	32	-5	-2%
O=C(Nc1nnc(-c2cccs2)o1)c1cccc(C(F)(F)F)c1	34%[activator]	14	6	-19%
Cc1cc(Cl)c(S(=O)(=O)NC(C(=O)O)C(C)C)cc1OCC(=O)NC1CCCCC1 (stereo not drawn)	-2%	-15	3	6%
O=C(O)c1ccccc1	-1%	x	x	1%
COc1ccc(CCNS(=O)(=O)c2cccc3nsnc23)cc1OC	56%[activator]	22	-1	-3%
Cc1cc([N+](=O)[O-])nn1CC(=O)NNC(=S)Nc1ccc(Cl)cc1	32%[activator]	-27	-13	-6%
Cc1ccc2nc3sc(C(=O)Nc4c(C)[nH]c(=O)[nH]c4=O)c(N)c3cc2c1	x	-28	x	1%
O=C(Nc1ccccc1)c1cc(-c2ccccc2Cl)no1	-9%	1	0	0%
CC(C(=O)NCCN1C(=O)S/C(=C\c2cccs2)C1=O)N1C(=O)c2ccccc2C1=O (stereo not drawn)	x	u	x	-5%
COC(=O)N1CCC2(CCCN(C(c3ccccc3)c3ccccc3)C2)CC1	0%	x	x	-3%
Clc1ccc(CNCc2cccs2)cc1Cl	x	4	x	4%
O=C(NC1CCCC1)C1(c2ccccc2)CCN(S(=O)(=O)c2ccccc2)CC1	-5%	u	3	4%
COC(=O)c1[nH]c2ccc(Br)cc2c1NC(=O)CN1CCCCC1CCO (stereo not drawn)	-3%	-30	-14	4%
Cc1ccc(NC(=O)CN2CCC(C(=O)c3ccc(F)cc3)CC2)cc1	x	12	-1	-5%
COc1ccc(-c2csc(/C(C#N)=C\c3cccc([N+](=O)[O-])c3)n2)cc1	x	-1	5	2%
CC(=O)N1CCCc2cc(S(=O)(=O)N(C)Cc3ccccc3)ccc21	-2%	5	2	-8%
COc1cccc(/C=N/n2c(CO)nc3ccccc32)c1OC	14%	54	-2	0%
CCNS(=O)(=O)c1ccc(NS(C)(=O)=O)cc1	3%	22	-1	2%
O=C(NCCN1CCOCC1)c1cc(=O)[nH]c2ccc(Br)cc12	-9%	-5	2	-2%
OC(COCc1ccccc1)Cn1cnc2ccccc21 (stereo not drawn)	7%	70	-3	4%
NC(=S)Nc1cccc2cc3ccccc3cc12	u	-1	14	-20%
CCNC(=O)COc1ccc(S(=O)(=O)Nc2ccccc2)cc1	1%	32	-2	3%

Three entries from above, in CSV form:
Molecule,ALOX15B inhib,PNC inhibitor,IMPase inh,ALOX12 inhib
Cc1ccc2nc3sc(C(=O)Nc4c(C)[nH]c(=O)[nH]c4=O)c(N)c3cc2c1,x,-28,x,1%
O=C(Nc1ccccc1)c1cc(-c2ccccc2Cl)no1,-9%,1,0,0%
CC(C(=O)NCCN1C(=O)S/C(=C\c2cccs2)C1=O)N1C(=O)c2ccccc2C1=O (stereo not drawn),x,u,x,-5%

Screening results as filed in PubChem.
